Screening results: PubChem, several laboratories
C-LANA FP: inhibitors of KSHV C-LANA binding to DNA, primary screen, biochemical, fluorescence polarization, FAM-LBS DNA, MBP-C-LANA, single point | hit rate 0.078% among 340,000 | inhibition, % at 9 µM | Kaposi's sarcoma herpesvirus LANA C-terminal domain (residues 932-1162) DNA binding;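 active = highest replicate inhibition at or above 60% at 9 µM, even if other replicates fall short; inactive = all replicates below 60% inhibition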;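 note: 0% = neutral control wells and 100% = 4 µM acridine orange control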
SR-BI DiI-HDL act: activators of SR-BI mediated DiI-HDL uptake, primary screen, ldlA[mSR-BI] CHO cells, DiI fluorescence. activation, % at 12.5 µM. 3 h; 100 = double the neutral-control signal. hit rate 0.096% among 320,000;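 active = mean replicate activation of at least 60% and every replicate at or above 60%; inconclusive = mean or all-replicate condition met, but not both; inactive = mean below 60% and not all replicates reaching 60%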;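 note: 0% = median plate neutral-control signal and 100% = twice that signal; values of inactives mirror those of a sister screen read the other way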
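System: CHO ldlA[mSR-BI] cells / Medium: HEPES-buffered (25 mM, pH 7.4) F12 plus 0.5% BSA / Probe or stimulus: labelled HDL, 10 µg/mL / Doses: single compound concentration, delivered by pin transfer / Schedule: 3 h, 37 °C / Measured by: DiI fluorescence, bottom read / Measure: cell-associated DiI fluorescence as measure of HDL uptake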
Arr AP2 block: inhibitors of beta-arrestin/AP2 binding, primary screen, biochemical, GPCR trafficking, flow cytometry. hit rate 0.31% among 340,000. inhibition, % at 10 µM. AID 504490, 2011. beta-arrestin 1 C-terminal peptide binding to AP2 beta2-adaptin appendage (human). FITC-arrestin peptide / GST-AP2 beads; AP2 beta2 appendage carries R879A mutation;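 active = inhibition above a set limit, near 3 SD of compounds lacking own fluorescence, cut at about 54% in these data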;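 note: plate controls were DMSO wells for no effect and 5 µM unlabelled arrestin peptide for full effect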
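System: GST-AP2 R879A bound to glutathione beads, E. coli-expressed. Also added: 50 nM FITC-arrestin peptide. Schedule: compound with beads 12 min RT, then probe 1 h RT. Signal: bead flow cytometry, FITC channel. Read-out basis: percent response.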
SR-BI DiI inh: inhibitors of SR-BI mediated HDL lipid uptake, primary screen, ldlA[mSR-BI] cells, fluorescence, single point; hit rate 0.96% among 320,000; AID 488896, 2010; Scavenger receptor class B member 1 (Mus musculus), Q61009; inhibition, % at 12.5 µM; ldlA[mSR-BI] CHO cells, DiI-HDL uptake fluorescence, 3 h;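 active = mean replicate inhibition of at least 70% and a set share of replicates each scoring 70 or more; inconclusive = meets just one of the two criteria; inactive = fails both criteria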;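 note: 0% = median of neutral control wells and 100% = median of positive control wells; values of inactives mirror those of a sister screen read the other way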
PKA-R2B act: activators of PKA-R2B holoenzyme, primary screen, biochemical, fluorescence polarization, Cy5-IP20, human; PKA-R2B holoenzyme dissociation; R2B truncated from residue 108, S112A mutant; 0% DMSO only, 100% 113 µM cGMP; activation, % at 11.4 µM; cAMP-dependent protein kinase catalytic subunit beta (Homo sapiens) + cAMP-dependent …; AID 504700, 2011; hit rate 0.079% among 340,000;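 active = activation above a cutoff set at the mean over all compounds plus 3 SD, cut at about 18% in these data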;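 note: higher means more holoenzyme dissociation and a rise in polarization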
Target sequence (P31323 whole entry, looked up, other chains not shown, the tested form may be a part): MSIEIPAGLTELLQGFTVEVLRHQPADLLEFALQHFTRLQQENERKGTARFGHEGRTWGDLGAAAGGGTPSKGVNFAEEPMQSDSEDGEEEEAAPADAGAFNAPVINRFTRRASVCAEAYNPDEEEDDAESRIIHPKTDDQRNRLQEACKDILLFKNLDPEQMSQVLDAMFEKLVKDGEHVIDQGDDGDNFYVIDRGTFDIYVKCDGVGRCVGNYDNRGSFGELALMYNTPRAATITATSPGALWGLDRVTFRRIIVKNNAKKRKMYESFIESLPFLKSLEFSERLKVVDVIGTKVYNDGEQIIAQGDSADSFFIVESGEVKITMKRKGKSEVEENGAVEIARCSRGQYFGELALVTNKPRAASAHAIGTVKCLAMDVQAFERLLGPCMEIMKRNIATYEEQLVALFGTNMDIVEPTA
DAGLB inh: DAGLB lipase inhibitors, primary screen, biochemical, fluorescence, HTS | Diacylglycerol lipase-beta (Homo sapiens), Q8NCG7 | HEK293T DAGLB membrane lysate, EnzChek fluorogenic substrate | inhibition, % at 5.17 µM | hit rate 0.059% among 340,000; in the data active = inhibition above about 34%;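 note: 0% = enzyme with vehicle and 100% = wells lacking enzyme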
Target sequence (Q8NCG7 whole entry, looked up): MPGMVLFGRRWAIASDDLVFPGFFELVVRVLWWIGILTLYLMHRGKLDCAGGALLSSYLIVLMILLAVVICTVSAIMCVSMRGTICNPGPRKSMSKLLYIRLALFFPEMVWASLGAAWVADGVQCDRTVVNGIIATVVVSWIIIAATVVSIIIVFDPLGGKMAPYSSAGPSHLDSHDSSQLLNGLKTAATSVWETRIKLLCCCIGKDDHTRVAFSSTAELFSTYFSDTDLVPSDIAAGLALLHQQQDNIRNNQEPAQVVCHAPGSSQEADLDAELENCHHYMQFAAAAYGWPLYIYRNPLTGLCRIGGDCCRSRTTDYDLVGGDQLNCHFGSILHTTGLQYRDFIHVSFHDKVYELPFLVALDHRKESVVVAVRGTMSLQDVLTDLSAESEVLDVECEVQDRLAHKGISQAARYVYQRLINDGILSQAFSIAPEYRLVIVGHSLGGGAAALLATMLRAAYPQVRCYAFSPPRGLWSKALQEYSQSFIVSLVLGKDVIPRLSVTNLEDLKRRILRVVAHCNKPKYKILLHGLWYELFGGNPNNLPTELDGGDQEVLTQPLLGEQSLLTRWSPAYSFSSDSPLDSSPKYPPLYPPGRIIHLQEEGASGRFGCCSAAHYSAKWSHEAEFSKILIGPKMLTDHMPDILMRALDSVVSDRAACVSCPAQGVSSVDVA
PvdQ acylase: P. aeruginosa PvdQ acylase inhibitors, primary screen, biochemical, fluorescence, plate reader and imaging, single point; PvdQ acylase [Pseudomonas aeruginosa LESB58]; purified PvdQ acylase; inhibition, % at 10 µM; hit rate 0.063% among 340,000; AID 488965, 2010; in the data active = inhibition above about 30%, passing the limit was not always enough; inconclusive = no clear call, values can overlap the other calls;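 note: 0% = vehicle neutral wells and 100% = reference inhibitor wells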
RTF Ca sens inh: cardiac RTF calcium sensitivity inhibitors, primary screen, biochemical, IANBD-TnC fluorescence, EC70 calcium; Troponin I, cardiac muscle (Homo sapiens) + Troponin T, cardiac muscle (Homo sapiens) + …; IANBD-labeled cardiac RTF, Ca2+ fluorescence; inhibition, % at 7.15 µM; hit rate 0.12% among 340,000; AID 493244, 2011;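 active = inhibition above the mean inhibition of all tested compounds plus 3 SD, cut at about 17% in these data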;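 note: assay run at fixed EC70 calcium of 1.6 mM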
Keap1-Nrf2 PPI: Keap1-Nrf2 protein-protein interaction inhibitors, primary screen, biochemical, fluorescence polarization, single point | Keap1 Kelch-Nrf2 peptide fluorescence polarization, 1536-well | inhibition, % at 9.4 µM | hit rate 0.15% among 340,000; in the data active = inhibition above about 12%; inconclusive = no clear call, values can overlap the other calls; inactive = below about 7.3%;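 note: human Keap1 Kelch domain with fluorescein labeled Nrf2 9mer peptide probe; 0% = neutral control wells and 100% = peptide positive control; higher means more block of Keap1 binding to Nrf2 peptide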
NSD2 HMT inh: NSD2 histone methyltransferase inhibitors, primary screen, biochemical, AlphaScreen, single concentration, set 2; Histone-lysine N-methyltransferase NSD2 (Homo sapiens), O96028; NSD2 peptide methylation, 120 min; inhibition, % at 12.5 µM; hit rate 0.54% among 310,000; AID 743445, 2014; in the data active = inhibition above about 50%
Numbers without * were called inactive; ? = inconclusive; / = not tested or not shown.

no.	structure	RTF Ca sens inh	SR-BI DiI inh	Keap1-Nrf2 PPI	NSD2 HMT inh	PKA-R2B act	DAGLB inh	C-LANA FP	SR-BI DiI-HDL act	PvdQ acylase	Arr AP2 block
1	COC(=O)/C(C#N)=C/c1c(N2CCN(c3ccccc3)CC2)nc2c(C)cccn2c1=O	-11.5	12.5	-1.8	-0.2	-2.8	2.1	-4.6	-12.5	-10.9	7.3
2	Cc1ccc(-n2ncc3c(=O)[nH]c(SCC(=O)N4CCC(C)CC4)nc32)cc1C	2.5	-1.4	-2.6	/	-6.3	2.4	-0.7	1.4	0.3	1.5
3	COc1ccc(C(=O)c2ccc3oc(-c4ccc(OC)cc4)c(C#CCCO)c3c2)cc1	-4.3	37.8	-0.5	/	-17.9	0.3	0.8	-37.8	-2.2	5.1
4	Fc1cccc(-c2c(-c3ccccc3)ncc3cc(F)ccc23)c1	-2.7	2.5	-2.7	/	-22.1	-7.7	3.2	-2.5	-2.9	2.5
5	O=C(CNC(=O)Cc1ccccc1)NCC(=O)OCC(=O)c1ccc(F)cc1	-15.4	-4.1	3.2	-0.2	0.4	4.8	-3.3	4.1	-8.5	50.0
6	CCOC(=O)C1=C(c2ccccc2)NC(SCC(=O)Nc2ccccc2C)=C(C#N)C1c1ccco1 (configuration not stated)	-9.2	/	-2.7	-0.6	18.6*	-3.7	-2.2	/	-8.2	0.7
7	COC(=O)C1=NN(c2ccc(C)cc2)C2(S1)SC(C(C)=O)=C(C)N2c1ccccc1 (configuration not stated)	-2.8	22.0	2.8	2.0	0.8	0.7	-3.1	-22.0	4.5	10.8
8	COc1ccc(F)cc1S(=O)(=O)NCC(=O)NCc1cc(=O)n(C)c(=O)n1C	-8.2	-12.6	-1.9	4.3	-2.8	3.1	-1.1	12.6	-24.6	1.3
9	CS(=O)(=O)N(CC(O)CON=C1c2ccccc2-c2ccccc21)c1ccc(F)cc1 (configuration not stated)	-6.3	38.5	-4.5	0.6	-6.8	0.3	0.3	-38.5	4.7	-1.7
10	CCCN(CCC)C1CC(=O)N(Cc2ccccc2)C1=O (configuration not stated)	3.3	3.6	2.7	2.7	6.3	-0.4	3.2	-3.6	-6.3	17.4
11	O=C(NNC(=O)c1ccc([N+](=O)[O-])o1)c1ccccc1	2.5	-20.0	-5.5	3.3	-2.8	-1.9	10.2	20.0	8.7	-1.6
12	CN(C)c1ccc(Nc2cc(Cl)ncn2)cc1	0.0	9.9	1.1	2.6	-5.8	2.7	2.5	-9.9	-8.3	18.4
13	Cc1cc(NC(=O)CSc2nnc(-c3ccccc3F)n2C)no1	-0.2	-3.1	0.6	0.4	2.7	-2.3	0.4	3.1	-0.5	28.0
14	COc1ccc(C(=O)NCc2ccc3c(c2)OCO3)cc1S(=O)(=O)N(C)Cc1ccccc1	-7.1	/	1.3	-1.3	-0.8	-3.0	0.7	/	0.8	31.9
15	COc1ccc(N2CCN(Cc3nc4c(c(=O)n(C)c(=O)n4C)n3CCc3ccccc3)CC2)cc1	-8.9	-14.8	0.3	/	-8.7	1.0	0.6	14.8	5.8	3.9
16	Oc1cccc(N2Cc3ccccc3C2)c1	-5.6	-2.6	-8.0	2.2	-3.2	5.7	2.8	2.6	-14.7	1.1
17	N#CC1=C(N)OC2=C(C(=O)CCC2)C1c1cccs1 (configuration not stated)	-2.4	-13.2	1.4	-1.4	16.4	-4.1	-0.7	13.2	8.6	37.3
18	CS(=O)(=O)N1CCc2cc(-c3csc(NC(=O)Cc4ccccc4)n3)ccc21	-10.2	?	-0.7	-2.4	-6.3	-0.1	2.3	-74.8	-9.9	2.7
19	CCC(OC(=O)c1ccco1)C(=O)NCc1ccc(OC)cc1 (configuration not stated)	-16.7	12.1	-0.3	-3.3	4.0	0.4	-0.1	-12.0	-9.0	7.7
20	CC1CCCC(NC(=O)COC(=O)c2ccc3c(c2)OCCO3)C1C (configuration not stated)	-1.0	-19.3	0.8	-2.2	-0.4	-2.6	-1.5	19.3	-7.3	28.3
21	COc1cc(CN2CCC(C(=O)NC3CCCC3)CC2)cc(OC)c1O	-7.5	-3.6	0.6	-0.7	-5.1	1.0	-0.7	3.6	-6.8	4.5
22	CCN1CCn2c3c(c4cc(Cl)ccc42)CCCC31 (configuration not stated)	-9.8	47.2	-5.3	10.9	-9.5	-1.7	-1.1	-10.0	-7.7	-7.4
23	O=c1c2c(nc3nc(CCc4ccccc4)[nH]n13)CCC2	3.0	/	-5.6	0.7	5.7	2.6	-1.0	/	-17.2	7.1
24	O=C(O)/C=C/C(=O)Nc1ccccc1-c1ccccc1NC(=O)/C=C/C(=O)O	-2.2	0.5	-3.7	-0.6	-11.4	0.5	0.2	-0.5	10.4	5.8
25	O=C(N/N=C/c1ccc(N2CCOCC2)s1)c1ccccc1Cl	1.1	-11.1	-5.1	-8.2	1.7	1.0	-2.3	11.1	-18.3	-3.5
26	Cc1ccc(OCc2nnc(SCC(=O)Nc3nccs3)n2-c2ccccc2)cc1C	-3.0	-12.8	1.1	-0.1	1.7	-1.0	-0.7	12.8	2.4	4.4
27	Nc1nnc(SCc2cccc(C(F)(F)F)c2)s1	-4.8	7.3	2.8	-3.3	-10.1	0.7	-0.1	-7.3	-8.3	-3.6
28	Cc1ccc(C(C(=O)NCC2CCCO2)N(Cc2ccccc2F)C(=O)Cn2nnc(-c3cccs3)n2)cc1 (configuration not stated)	-3.6	32.4	-2.6	-0.1	4.0	2.3	-2.8	-32.4	-5.8	-2.7
29	Cc1ccc(OCc2ccc(C(=O)NCC3CCCO3)cc2)cc1 (configuration not stated)	-10.8	0.1	-2.7	-5.6	-2.6	-0.4	0.5	-0.1	-2.7	-0.5
30	CCN(CC)c1nc(N2CCOCC2)c(C#N)c2c1CN(C)CC2	-7.9	-14.6	0.8	7.3	3.2	-0.9	-1.8	14.6	-13.7	-6.7
31	CCN(C(=O)c1cnc(NC(C)C)cc1C(F)(F)F)c1ccc(Cl)cc1Cl	-3.9	-7.4	-1.9	-1.1	1.1	-5.1	2.2	7.4	-8.7	-0.5
32	COc1ccc(/C=N/NC(=O)OC(C)(C)C)cc1OC	10.7	-3.1	5.5	-4.4	5.2	1.4	2.0	3.1	-2.2	10.4
33	Cc1[nH]n(C(N)=S)c(=O)c1N=Nc1ccccc1C(F)(F)F	-1.4	35.2	0.5	-2.1	2.5	5.9	-2.9	-35.3	1.6	16.0
34	Cc1ccc(C)c(S(=O)(=O)Nc2ccc(S(=O)(=O)Nc3onc(C)c3C)cc2)c1	-16.9	-14.9	-8.6	-4.9	-2.9	3.6	-1.4	15.0	-12.0	15.4
35	Cc1ccc([N+](=O)[O-])cc1NC(=O)CCSc1ccc(Cl)cc1	-4.3	16.6	1.3	-0.5	-11.9	-1.1	-0.9	-16.6	-7.6	1.4
36	CCn1c(SC(C)C)nnc1C1CCN(S(=O)(=O)c2ccc(OC)cc2)CC1	-5.1	17.9	-2.8	/	-5.0	-0.3	0.3	/	-15.9	-3.8
37	O=C(NCc1ccc2c(c1)OCO2)c1cc(Cl)ccc1Cl	-2.4	2.8	-4.2	-2.8	-4.3	-2.5	4.9	-2.8	-6.8	8.9
38	COC(=O)c1cc2n(n1)CCN(Cc1ccccc1Cl)C2=O	-5.5	-5.6	-1.9	2.9	-8.4	1.9	-1.4	5.6	-18.5	-8.0
39	CC(=O)Nc1ccc(Nc2nnc(-c3ccc(C)c(S(N)(=O)=O)c3)c3ccccc23)cc1	-2.7	19.2	-2.0	3.3	-3.9	-0.8	-1.0	-19.2	-9.0	8.8
40	O=C1OC(c2ccccc2)=C/C1=C/c1cccs1	-7.6	-4.3	-8.0	-0.5	2.0	-3.7	3.5	12.1	-10.6	9.0
41	Cn1nc(-c2ccccc2)cc1NC(=O)C1CCCCC1	1.2	-3.9	4.2	-1.2	5.6	-0.7	0.6	3.9	1.0	37.0
42	COc1ccc(NC2(c3ccc(Cl)cc3)C(=O)c3ccccc3C2=O)cc1	-2.8	3.6	0.9	-3.0	-6.0	2.2	-0.8	-3.6	-4.5	-9.6
43	CCN(c1ccc(NC(=O)CSCc2c(C)noc2C)cc1)C(C)C	-1.9	12.7	1.8	5.8	2.3	-0.2	-2.0	-12.7	-10.9	-3.5
44	COc1ccc(C2N3CC4(C)CN2CC(C)(C3)C4O)cc1 (configuration not stated)	4.0	-25.9	20.2*	/	-1.3	0.7	1.5	25.9	-0.3	11.4
45	CCN1C(=O)/C(=C2\SC(=S)N(CCCOC)C2=O)c2ccccc21	-6.2	0.3	-1.4	0.4	0.0	-2.1	0.4	-0.3	11.1	33.2
46	O=C(NCCc1ccc(Cl)cc1)c1cc2ccccn2n1	-0.6	-8.0	-2.9	2.0	0.5	-1.5	-0.2	8.0	-14.3	-8.7
47	O=C(CCCCCNC(=S)Nc1ccc(Cl)cc1)C[N+](=O)[O-]	-6.5	22.6	-4.0	-4.0	-10.1	3.6	2.1	-22.6	-18.6	12.9
48	O=C(Nc1ccccc1)c1cccc(NC(=O)c2ccco2)c1	-11.4	13.5	-4.5	0.2	-4.4	-1.8	-1.1	-13.5	-15.4	-20.6
49	C=CCn1c(=O)c(C(=O)NCc2ccc3c(c2)OCO3)c(O)c2cc(OC)c(OC)cc21	-6.2	1.2	-2.6	-2.3	-2.0	2.6	-1.0	-1.2	-13.8	-21.6
50	C=CCN1C(=O)c2ccc(C(=O)N(C)CC(=O)Nc3ccccc3Cl)cc2C1=O	-12.6	4.4	-2.9	-0.7	-5.7	-0.1	8.3	-4.4	-8.3	-0.1
51	COc1ccc2nc(-n3c(O)c(C4=c5ccccc5=NC4=O)[nH]c3=S)sc2c1	-7.6	0.6	5.0	2.8	-3.6	52.0*	0.9	-0.6	20.6	10.1
